Screens deposited in PubChem BioAssay by National Center for Advancing Translational Sciences (NCATS).
Nrf2 block = Nrf2 pathway inhibition. A549 ARE-Fluc reporter, luciferase luminescence, 18-24 h. actives 2.1% (n = 360,000). Potency, µM (top dose mostly 46 µM), for the others: at the highest dose activity change, negative = inhibition, usual class: inhibitors. AID 504444; note: potency is the fitted concentration of half-maximal effect; % is set by controls: 0 for no effect and ±100 for the full control effect; nearly all actives have a fitted effect of over 60% in size
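Nrf2 function is reported as luminescence of an ARE-controlled luciferase in A549 cells. Compounds were tested at several concentrations, and a CellTiter-Fluor read on the same wells flagged cytotoxicity.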
Abeta yeast res = A-beta toxicity reversal in yeast; Potency, µM (top dose mostly 46.1 µM), inactives show at the highest dose growth rescue, hits mostly activators; actives 0.063% (n = 410,000); yeast expressing A-beta42, growth rescue, OD600, 48 h; response scale: 0% DMSO, 100% iron-clioquinol control; note: potency is the fitted concentration of half-maximal effect; nearly all actives have a fitted effect of over 55% in size
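Yeast growth medium received pinned compounds, then yeast cells expressing toxic A-beta were added; plates incubated at 30 C for 48 hr. Growth read as absorbance at 600 nm, normalized to DMSO and equimolar FeCl3 plus clioquinol controls.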
MmCpn inh = M. maripaludis TRiC chaperonin inhibition; purified Mm-Cpn ATPase, ADP Transcreener TR-FRET; Potency, µM (highest dose often 76.9 µM), for inactives: at the highest dose activity, negative = inhibition, most hits filed as inhibitors; actives 0.031% (n = 330,000); AID 504842; note: potency is the fitted concentration of half-maximal effect; % is set by controls: 0 for no effect and ±100 for the full control effect; nearly all actives have a fitted effect of over 80% in size
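Eu-cryptate anti-ADP/ADP-d2 competition gives a ratio inversely related to ADP. Enzyme at 25 nM was pre-exposed to compound for 10 min, then given 10 uM ATP for 30 min, 37°C throughout.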
HepG2 viability = counter-screen for TGF-b inhibitors: cytotoxicity in HepG2 cells. HepG2 CAGA-GFP viability, ATP luminescence, 18 h. Potency, µM (series often up to 46.1 µM), without a hit: top-dose activity change, negative = cytotoxicity, usual class: cytotoxic. actives 0.76% (n = 410,000). AID 588856; note: potency is the fitted concentration of half-maximal effect; some results filed as inactive show a strong effect at the top dose
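HepG2 CAGA-GFP cells (1000/well, DMEM with 1% FBS) received compound, then TGF-beta at 500 pg/mL final, and were incubated 18 hours at 37 degrees C. Viability was read by CellTiter-Glo luminescence. Media-only wells were set as complete cell-killing and DMSO as no toxicity.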
Nrf2 ARE act = activators of Nrf2 (ARE) signaling. AID 624171. actives 0.31% (n = 410,000). AREc32 ARE-luciferase reporter (MCF7-derived line), luminescence, 24 h. Potency, µM (top dose mostly 46.1 µM), for the others: at the top dose activation, actives largely listed as activators; note: potency is the fitted concentration of half-maximal effect; % of control where 0% means no effect; nearly all actives have a fitted effect of over 65% in size
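AREc32_Fluc, 1000 cells/well, OPTI-MEM + 5% FBS, o/n 37 deg C 5% CO2; 23 nL cpd by pin tool, 24 hr; Steady-Glo 30 min RT, luminescence.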
CCT chaperon mod = modulators of cytosolic chaperonin (CCT/TRiC) activity. purified chaperonin ATPase assay, HTRF ADP detection, 30 min. activity change, % (no concentration beside the values), hits read low. actives 0.3% (n = 360,000); in the data active = activity change below about -30%; note: % is set by controls: 0 for no effect and ±100 for the full control effect
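Nucleotide hydrolysis assay: TRiC at 20–40 nM final (set by batch activity) with 10 uM ATP, 30 min at 37 °C, in presence of 76 uM compound. Detection by competitive ADP HTRF, 30 min ambient.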
pAkt inh = inhibitors of Akt phosphorylation | Neuro2A IGF-stimulated pAkt S473 HTRF, 20 min; stronger effect = lower value | activity change, % for hits at 50 µM | actives 0.32% (n = 360,000); in the data active = activity change below about -80%; inconclusive = mostly about -51% to -80%; note: % is set by controls: 0 for no effect and ±100 for the full control effect
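Single-point screen (50 µM final compound) in Neuro2A cells stimulated 20 min with 6 nM IGF at 37 deg C. After lysis, Ser473-phosphorylated Akt read by HTRF (ex 330 nm, em 615/665 nm) as the 665/615 ratio.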
TGFb SMAD3 inh = inhibitors of TGF-b signaling | HepG2 CAGA-GFP TGF-b/SMAD3 reporter, GFP fluorescence, 18 h; TGF-beta stimulated, 500 pg/mL final | Potency, µM (highest dose often 46.1 µM), inactives show at the top dose activity, negative = inhibition, actives largely listed as inhibitors | actives 1.2% (n = 410,000); note: potency is the fitted concentration of half-maximal effect; % is set by controls: 0 for no effect and ±100 for the full control effect; nearly all actives have a fitted effect of over 65% in size
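Read-out: total well GFP (ex488/em500-530) summed from mean per-cell fluorescence. Cells: HEPG2 CAGA-GFP, 1% FBS DMEM, 18 h at 37 degrees C with 500 pg/mL final TGF-beta. Unstimulated wells served as the full-inhibition control; stimulated DMSO wells = 0%.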
A549 viability = kills or reduces viability of A549 cells in Nrf2 counter-screen; A549 ARE-Fluc cells, CellTiter-Fluor viability, 18-24 h; Potency, µM (titrated, usually from 46 µM), for inactives: at the highest dose activity change, negative = cytotoxicity, actives largely listed as inhibitors; actives 0.16% (n = 390,000); note: potency is the fitted concentration of half-maximal effect; % is set by controls: 0 for no effect and ±100 for the full control effect
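Cytotoxicity counterscreen: CellTiter-Fluor fluorescence was measured in A549 ARE_Fluc cells after 18-24 h of compound exposure in a concentration series. The subsequent BugLite luminescent read reports ARE-luciferase activity.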
* = called active by the depositor; i = inactive; ? = inconclusive; . = not tested or not shown; [ ] = another dose, or the depositor's remark. Unless noted, calls come from the whole dose curve; as a rule, active = well fitted curve in the direction sought with a large enough effect; inconclusive = small, poorly fitted or top-dose-only effect, or another doubt; inactive = no such curve, though single readings can be large; an effect the other way counts as inactive or inconclusive.

SMILES	Nrf2 block	Abeta yeast res	MmCpn inh	HepG2 viability	Nrf2 ARE act	CCT chaperon mod	pAkt inh	TGFb SMAD3 inh	A549 viability
CC(C)Cn1c(=O)c2sccc2n2c(CCCC(=O)NCCc3ccccc3)nnc12	12%	-17%	.	-1%	0.1%	.	.	-28%	-1%
O=C(c1cc2ccccc2o1)N1CCN(Cc2ccccc2)CC1	-19%	6%	-5%	-14%	-0.3%	-1.5	i	-2%	-4%
CC(C)c1ccccc1NC(=O)CNCCc1ccc(C(F)(F)F)cc1	-29%	14%	-8%	-57%	1.3%	-4.5	i	?	-6%
N#Cc1ccccc1OCC(=O)N1CCN(c2ccccc2F)CC1	13%	-6%	.	1%	0.0%	.	.	-2%	-6%
CN(C)c1ccc(CN(CC2CCCO2)C(=O)c2cc3ccccc3o2)cc1 (centres undefined)	-12%	-28%	1%	-61%	0.0%	-2.5	i	-3%	-2%
COCCCn1c(C(=O)N2CC(C)OC(C)C2)cc2c(=O)n3cccc(C)c3nc21 (centres undefined)	0%	-25%	-1%	3%	0.3%	-0.1	i	7%	2%
CC1(C(=O)NS(=O)(=O)c2cccc(C#N)c2)CCN1C(=O)c1ccc(C2CCCCC2)cc1 (centres undefined)	.	3%	.	6%	3.1%	-0.5	i	33%	.
CCC(C)NC(=O)c1cc(Sc2cccc(Cl)c2)nc2ccccc12 (centres undefined)	.	6%	.	-6%	2.6%	.	.	-15%	7%
O=C(CC1C(=O)NCCN1Cc1ccccc1C(F)(F)F)NCCN1CCOCC1 (centres undefined)	14%	2%	0%	4%	0.4%	-3.3	i	7%	7%
COc1ccc(NC(=O)N/C=C/c2ccccc2)cc1	?	-1%	0%	9%	0.0%	-1.0	i	9%	2%
C/C(=N\NC(=O)c1cc(-c2ccc(Cl)s2)[nH]n1)c1ccncc1	?	2%	1%	-62%	6.0%	-0.9	i	-16%	8%
CCCCOc1ccc(CN(C)c2ncnc(N)n2)cc1	-12%	8%	1%	6%	3.6%	-2.2	i	-9%	-7%
O=C(CSc1nc2ccccc2[nH]1)Nc1ccc(F)cc1	2%	-13%	-1%	3%	-0.1%	2.1	i	3%	17%
COc1ccc(N2C(=O)CCC(C(=O)N3CCC(C(N)=O)CC3)C2c2ccc(F)cc2)cc1 (centres undefined)	-10%	-3%	0%	15%	0.4%	-2.2	i	-8%	-11%
CCOc1ccc(NC(=O)CCC(=O)NNC(=O)NC2CCCCC2)cc1	19%	12%	-3%	7%	0.1%	3.9	i	-3%	9%
Cc1nnc(SCC(=O)Nc2cccc(S(=O)(=O)N(C)c3ccccc3)c2)s1	-15%	8%	1%	5%	1.8%	0.0	i	-14%	-1%
Cc1c(C(=O)NCc2cccnc2)sc2nc(-c3ccccc3)cn12	-18%	-7%	-1%	-13%	5.1%	-0.4	i	-2%	-3%
CCOC(=O)c1c(-c2ccc(OC)cc2)oc2ccc(OCc3ccccc3C)cc12	5%	-11%	.	1%	-0.5%	.	.	5%	-1%
Cc1ccc2oc(C(=O)NCc3ccccc3)cc(=O)c2c1	-29%	2%	1%	7%	2.5%	-1.5	i	-5%	-2%
COc1ccc(/C=C/C(=O)O/N=C(\N)c2ccccn2)cc1OC	?	-16%	0%	-1%	12%	1.8	i	-3%	-14%
O=C(Nc1c[nH]c(=O)[nH]c1=O)c1ccc2c(c1)C(=O)N(c1cccc([N+](=O)[O-])c1)C2=O	-2%	-5%	-25%	-11%	-0.2%	-3.0	i	-26%	3%
C[C@@H]1CN([C@H](C)CO)C(=O)c2cc(NC(=O)Nc3ccc(F)cc3)ccc2O[C@@H](C)CCCCO[C@H]1CN(C)Cc1ccc(C(=O)O)cc1	.	-8%	.	0%	-0.4%	0.9	i	-1%	.
Cc1sc2nc(SCC(=O)c3cc(C)n(CC4CCCO4)c3C)n(C(C)C)c(=O)c2c1C (centres undefined)	-12%	7%	-2%	-7%	-0.8%	-2.4	i	5%	-7%
CC(OC(=O)c1ccc(S(=O)(=O)N2CCOCC2)cc1)c1ccccc1 (centres undefined)	-12%	20%	1%	-6%	-0.5%	0.2	i	9%	2%
O=C(Nc1ccccc1)c1ccco1	?	-2%	1%	5%	3.0%	1.2	i	0%	4%

3 entries already listed, sorted by heavy-atom count, largest number first.
SMILES	Nrf2 block	Abeta yeast res	MmCpn inh	HepG2 viability	Nrf2 ARE act	CCT chaperon mod	pAkt inh	TGFb SMAD3 inh	A549 viability
CCOc1ccc(NC(=O)CCC(=O)NNC(=O)NC2CCCCC2)cc1	19%	12%	-3%	7%	0.1%	3.9	i	-3%	9%
O=C(c1cc2ccccc2o1)N1CCN(Cc2ccccc2)CC1	-19%	6%	-5%	-14%	-0.3%	-1.5	i	-2%	-4%
O=C(Nc1ccccc1)c1ccco1	?	-2%	1%	5%	3.0%	1.2	i	0%	4%

(list continues)
SMILES	Nrf2 block	Abeta yeast res	MmCpn inh	HepG2 viability	Nrf2 ARE act	CCT chaperon mod	pAkt inh	TGFb SMAD3 inh	A549 viability
CN(CC(=O)Nc1cccc(F)c1)C(=O)CN1C(=O)NC2(CCCCC2)C1=O	-2%	12%	-2%	3%	0.2%	2.1	i	0%	-10%
O=C(CCCN1C(=O)/C(=C/c2ccco2)SC1=S)Nc1ccccc1	0%	5%	1%	-19%	?	-3.6	i	-12%	-20%
Cc1ccc(S(=O)(=O)N2CCOCC2)cc1C(=O)Nc1c(C)n(C)n(-c2ccccc2)c1=O	-4%	-4%	1%	5%	0.0%	-0.7	i	2%	-1%
COc1ccc([N+](=O)[O-])cc1NC(=O)CC(C)c1ccccc1 (centres undefined)	-29%	?	1%	-3%	0.3%	-0.8	i	6%	-4%
CCCSCCCNC(=O)C1CCCN(c2nn3cc(-c4ccc(OC)cc4)nc3s2)C1 (centres undefined)	?	-1%	.	-24%	-0.8%	.	.	-12%	?
N#Cc1c(/N=C/c2cc(Br)cs2)sc2c1CCC2	24%	8%	.	-14%	-0.8%	0.6	i	8%	2%
O=C(Nc1ccsc1C(=O)O)c1ccc(Cl)cc1	?	-9%	2%	-29%	10%	-5.4	i	-31%	-12%
COCCn1c(CN2CCN(c3ccc(OC)cc3)CC2)nc2c1c(=O)n(C)c(=O)n2C	-3%	21%	-2%	-4%	-0.5%	0.3	.	-13%	-9%
Cc1c(CC(=O)NCCc2ccccc2F)c(=O)oc2cc(O)c(Cl)cc12	18%	8%	.	2%	-0.5%	.	.	3%	-4%
N#Cc1c(NC(=O)CCC(=O)O)sc2c1CCCC2	?	-9%	1%	19%	0.5%	-2.1	.	14%	11%
CCCC(=O)NC(Nc1cc(C(F)(F)F)ccc1Cl)C(Cl)(Cl)Cl (centres undefined)	-23%	21%	2%	-22%	4.4%	-1.1	i	?	-7%
CC1CN(C(=O)Cn2cnc3c2c(=O)n(C)c(=O)n3C)CC(C)O1 (centres undefined)	1%	8%	0%	-17%	-0.4%	-1.9	i	-1%	-2%
COc1ccc(CNC(=O)CSc2nnnn2Cc2ccccc2)cc1	?	-14%	0%	-14%	0.1%	1.8	i	8%	-18%
COc1ccc(OC)c(Nc2nc(-c3cccs3)cs2)c1	?	-16%	-9%	-38%	12%	1.3	i	-17%	-7%
COC(=O)CCCC1=CC2=C(c3ccccc3)C(=O)C(C)(OC(=O)C3CCCC3)C(=O)C2=CN1Cc1ccc2c(c1)OCO2 (centres undefined)	-2%	-14%	-2%	-5%	0.2%	-1.9	i	-17%	-16%
CCS(=O)(=O)N1CCc2cc(C(=O)NCc3ccc(C)cc3)ccc21	0%	-3%	.	-16%	1.2%	.	.	2%	4%
O=C(Nc1ccccc1)c1ccccc1OCc1cccc([N+](=O)[O-])c1	0%	3%	-1%	-4%	-0.5%	1.5	i	2%	0%
O=C(O)CCC(=O)N1CCN(c2nc3ccccc3s2)CC1	.	-2%	0%	-1%	0.0%	1.0	i	0%	-1%
COc1cc(/C=C/C(=O)N2CCOCC2)ccc1OCc1ccccc1	-13%	18%	-1%	6%	3.4%	0.5	i	-9%	1%
CCOC(=O)c1c(-c2ccccc2)csc1NC(=O)CCN1C(=O)c2ccccc2C1=O	2%	17%	0%	-4%	-0.8%	-1.2	i	-7%	0%
O=S(=O)(c1ccc2c(c1)C(O)c1ccccc1CC2)C(F)(F)F (centres undefined)	-22%	-8%	-5%	-23%	0.7%	.	.	?	3%
Cc1cc2oc3ccc(NCCCn4ccnc4)cc3c(=O)c2cc1C	?	-36%[inhibitor]	.	-33%	27%	0.7	i	103%[activator]	-6%
CC(=O)c1c(C)[nH]c(C(=O)OCC(=O)N2CCN(S(=O)(=O)c3ccc(C)cc3C)CC2)c1C	?	31%	5%	-13%	-0.6%	-0.7	i	-4%	-14%
CC(=O)OC(C(=O)NCc1ccc2c(c1)OCO2)c1ccccc1Cl (centres undefined)	6%	24%	1%	2%	-0.9%	0.4	i	-4%	0%
Cc1ccccc1N1C(=O)c2cccc3c(N(C)CCO)ccc(c23)C1=O	?	0%	-1%	-10%	4.1%	3.9	i	33%[activator]	?

Compound profiles, as listed above. Order of values: Nrf2 block | Abeta yeast res | MmCpn inh | HepG2 viability | Nrf2 ARE act | CCT chaperon mod | pAkt inh | TGFb SMAD3 inh | A549 viability
Cc1cc2oc3ccc(NCCCn4ccnc4)cc3c(=O)c2cc1C in the list: ? | -36%[inhibitor] | . | -33% | 27% | 0.7 | i | 103%[activator] | -6%
COc1cc(/C=C/C(=O)N2CCOCC2)ccc1OCc1ccccc1 in the list: -13% | 18% | -1% | 6% | 3.4% | 0.5 | i | -9% | 1%
